PriA SSB inh: inhibitors of Klebsiella pneumoniae PriA binding to SSB C-terminal tail, primary screen, biochemical, AlphaScreen; AlphaScreen SSBct-PriA binding, biotinylated peptide; inhibition, % at 33 µM; actives 0.6% (n = 430,000); in the data active = inhibition mostly above about 37%, no sharp cut-off; inactive = mostly below about 20%;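 note: plate controls were negative control peptide for no effect and reference peptide for full effect; strong numbers were not always called active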
An asterisk follows results filed as active; & = joins results of further samples. Only part of the results is shown; rates above refer to the full screens.

SMILES | PriA SSB inh
COc1ccc(C)c2sc(NC(=O)c3cccc(SC)c3)nc12 | -11.0
Cc1cccc(-c2nsc(SCC(=O)NCc3ccc(F)cc3)n2)c1 | -14.0
Cc1ccc(C)c(OCc2cc(C(=O)N3C[C@H]4C[C@H](C3)c3cccc(=O)n3C4)no2)c1 | 2.8
O=c1ccc(-c2cccs2)nn1CCCNS(=O)(=O)c1ccc(F)cc1 | -5.0
C=CCn1c(SCc2c(C)noc2C)nc2scc(-c3ccco3)c2c1=O | 6.0
COc1ccc(-n2c(C)nc3ccc(NC(=O)Nc4ccc(C)cc4C)cc3c2=O)cc1 | -1.0
Cn1c(O)c(N=NCc2ccccc2)c2ccccc21 | 0.0
Cc1ccc2c(c1)c1c(n2C)CC[N+](C)(C)C1 | 13.0
CC(C)(C)c1cc(=O)n2[nH]cc(-c3ccccc3Cl)c2n1 | -1.0
COc1ccc([N+](=O)[O-])cc1C=NNC(=O)Cc1ccccc1 | 20.7
CCc1c2c(nc3sc(C(=O)c4ccc5c(c4)OCCO5)c(N)c13)CC(C)(C)CC2=O | -8.0&-1.0
Cn1cnnc1S(=O)(=O)C1CCN(C(=O)CCn2cnc3ccccc3c2=O)CC1 | 1.0
CN(CC#CCN)Cc1ccccc1 | -4.0
O=C(CSc1nnc(-c2cccnc2)o1)Nc1ccc2c(c1)OCCO2 | -3.0
COCC(=O)Nc1ccc2c(c1)N(C(=O)C1CCCO1)CC2 (stereo not drawn) | 6.0

Arranged by heavy-atom count (lowest first): part of the list above
SMILES | PriA SSB inh
O=C(CSc1nnc(-c2cccnc2)o1)Nc1ccc2c(c1)OCCO2 | -3.0
C=CCn1c(SCc2c(C)noc2C)nc2scc(-c3ccco3)c2c1=O | 6.0
COc1ccc(-n2c(C)nc3ccc(NC(=O)Nc4ccc(C)cc4C)cc3c2=O)cc1 | -1.0

Next part
SMILES | PriA SSB inh
CCOC(=O)c1oc2ccccc2c1NC(=O)c1ccc([N+](=O)[O-])o1 | 4.0
CC1(C)C(=O)C2(C(=O)Nc3cccc(Cl)c3)CCC1C2 (stereo not drawn) | -5.0&6.0
O=C(NCCCl)NCc1n[nH]c(=O)c2ccccc12 | -15.0
O=C(NCC[C@H](O)c1ccc2c(c1)OCO2)NCc1ccc(Cl)cc1 | -1.0
CC(=O)Nc1ccc(NS(=O)(=O)CCOc2ccc(F)cc2)cc1 | -3.0
Cc1nc2ccccc2n1Cc1ccc(C(=O)NCc2ccc(Cl)cc2)o1 | -1.0
CN(C)C(CNS(=O)(=O)c1ccc(Cl)s1)c1ccco1 (stereo not drawn) | -12.0
COCCN=c1scc(-c2ccc3c(c2)NC(=O)CO3)n1N=C(C)c1ccc(O)cc1 | 2.8
O=C(O)CCc1c2ccccc2cc2ccccc12 | -21.0
COc1ccc(-c2csc(N)n2)cc1OC | -2.0
O=C(NN=Cc1ccc(F)cc1)c1csnn1 | -16.1
C=CCNC(=O)C(=O)Nc1c(C(N)=O)oc2ccccc12 | 0.0
O=C(Cn1cnc2c(cnn2[C@H]2CCS(=O)(=O)C2)c1=O)Nc1cccc(C(F)(F)F)c1 | -12.0
NS(=O)(=O)c1ccc(CCNC(=O)C(=O)Nc2ccc(F)cc2F)cc1 | -13.0
Cc1c(Cl)cccc1NC(=O)CSc1ncc(S(=O)(=O)c2ccc(C(C)C)cc2)c(N)n1 | -9.0
O=C(CN1C(=O)COc2ccccc21)Nc1ccncc1 | 16.3
CCCOc1ccc(CCC(=O)N2C3CCC2CC(SC)C3)cc1 (stereo not drawn) | 4.0
CCCNC(=O)CSc1ccc(NC(=O)C(C)C)nn1 | -4.0
O=C(NCC1CCN(S(=O)(=O)c2cccnc2)CC1)c1ccno1 | 3.0
O=C1Nc2ccc(Br)cc2C(c2ccccc2Cl)C1N1CCCCC1 (stereo not drawn) | 3.0
COc1ccc(N2CCN(C(=O)C(=O)Nc3cccc(SC)c3)CC2)cc1 | 11.0
COc1ccc(CCn2c(O)c(C=NN3CCCCC3)c(=O)[nH]c2=O)cc1OC | -10.9
O=C(Nc1ccccc1)N1CCC(CSC2=NCCS2)CC1 | -5.0
COc1ccc2nc(-n3nc(C)cc3NC(=O)c3ccc4ncsc4c3)sc2c1 | -9.0
Cc1nc2ccccn2c1C(=O)N1CCN(CC(F)(F)F)CC1 | -3.0
Cc1nc(N2CCN(S(C)(=O)=O)CC2)cc(C(F)(F)F)n1 | -5.0
CN(C)N=C/C=C1\CC/C(=C\c2ccc(Br)cc2)C1=O | -1.4
Cc1cc(C)n(CC(=O)Nc2cccc(Cl)c2C)c(=O)c1S(=O)(=O)c1ccccc1 | 7.0
COc1ccc(C(=O)ON=C(C)c2ccccc2)cc1 | -35.1
Cc1cc(C)c(C)c(S(=O)(=O)NCCC(=O)N2CCc3[nH]c(=O)c(C#N)cc3C2)c1C | -3.0
O=C(NCCN1CCOC(c2ccccc2)C1)C(=O)Nc1ccc(F)c(F)c1 (stereo not drawn) | -12.0
CC(=NNC(=O)c1cccc(S(=O)(=O)N2CCCC2)c1)c1ccc(OCC(=O)N(C)C)cc1 | -11.6
COCCCNC(=O)C1CC(=O)N(C2CCCCC2)C1 (stereo not drawn) | -16.0
CCCc1nnsc1C(=O)NCC1CCN(c2ncccn2)CC1 | -10.0
O=C1c2cccc3cccc(c23)C(=O)N1Cc1ccc2c(c1)OCO2 | 1.0
Cc1ccccc1-n1c(O)c(C=NNc2nc3c(c(=O)n(C)c(=O)n3C)n2C)c(=O)[nH]c1=S | 36.1
COc1ccc(C(=O)Nc2ccc(CC(=O)N3CCOCC3)cc2)cc1F | -6.0
O=C(Nc1c2c(nn1C1CCS(=O)(=O)C1)CSC2)c1ccccc1 (stereo not drawn) | -3.0
CCOc1ccc(-c2n[nH]c3c2cnc2ccc(F)cc23)cc1 | -2.0
Cc1cccc(NN=Cc2ccc(O)c(O)c2O)c1 | 19.8
CC[C@H](C)n1c(=O)c2ccccc2n(Cc2nc(-c3cccc(C(F)(F)F)c3)no2)c1=O | -24.0
COCCNC(=O)C(=O)NN=Cc1cccs1 | 7.2
CC(=NNC(=O)c1cc(Cl)ccc1O)C12CC3CC(CC(C3)C1)C2 | -6.5
COc1nn(C)cc1C(=O)Nc1ccccc1Cc1nc(-c2cccs2)no1 | -36.0
O=C(Cn1cccc1)N1CC(S(=O)(=O)Cc2ccco2)C1 | -4.0
COc1ccc(-c2nsc(SCC(=O)NC3CCCCC3)n2)cc1 | -1.0
COC(=O)c1ccc(S(=O)(=O)NCC2CCN(S(=O)(=O)C3CC3)CC2)cc1 | 5.0
Cc1nc2ccc3nc(NC(=O)Cc4ccc(C(C)C)cc4)sc3c2s1 | -1.0
O=C(Nc1cccc2cccnc12)c1ncc(-c2ccc(Cl)cc2)o1 | -6.0
O=S(=O)(N[C@H](c1cccnc1)C1CCOCC1)c1cccnc1 | -13.0
COc1cn(CC(=O)Nc2cc(C)on2)c(CN2CCN(C(=O)c3ccco3)CC2)cc1=O | 6.0
CCc1ccc(S(=O)(=O)N2CCC(N3CC[C@H](O)C3)CC2)s1 | -1.0
Cn1cc(-c2cccs2)nc1CCNC(=O)c1ccccc1C(F)(F)F | 8.0
O=C(CCCSc1ccc(NC(=O)c2ccco2)nn1)Nc1ccc2c(c1)OCCO2 | -15.0&-5.0
Cc1ccccc1Cn1c(=O)n(CC2CCC(C(=O)NCc3ccco3)CC2)c(=O)c2sccc21 (stereo not drawn) | -17.0
Cc1cc(=O)c2cc(C(=O)Nc3nccs3)ccc2[nH]1 | 12.0
CC(C)Oc1ccc(-c2noc(CSc3nc(-c4ccncc4)cc(=O)[nH]3)n2)cc1 | -12.0
O=c1c(-c2ccccc2)c(C(F)(F)F)oc2c3c(ccc12)OCN(Cc1ccccn1)C3 | 0.0
CC(C)c1ccc(NC(=O)Cc2cc(=O)[nH]c(SCc3ccccc3)n2)cc1 | -20.0
CC(C)(C)c1ccc(OCCOC[C@@H](O)CN2CCN(c3ccccc3)CC2)cc1 | 21.0

Single entries from above.
PriA SSB inh, `Cn1cc(-c2cccs2)nc1CCNC(=O)c1ccccc1C(F)(F)F` is entered as 8.0
PriA SSB inh, `CC(C)Oc1ccc(-c2noc(CSc3nc(-c4ccncc4)cc(=O)[nH]3)n2)cc1` is entered as -12.0

Seven of the compounds above, as comma-separated lines.
SMILES,PriA SSB inh
Cc1c(Cl)cccc1NC(=O)CSc1ncc(S(=O)(=O)c2ccc(C(C)C)cc2)c(N)n1,-9.0
COc1nn(C)cc1C(=O)Nc1ccccc1Cc1nc(-c2cccs2)no1,-36.0
C=CCNC(=O)C(=O)Nc1c(C(N)=O)oc2ccccc12,0.0
C=CCn1c(SCc2c(C)noc2C)nc2scc(-c3ccco3)c2c1=O,6.0
CC(=O)Nc1ccc(NS(=O)(=O)CCOc2ccc(F)cc2)cc1,-3.0
CCOc1ccc(-c2n[nH]c3c2cnc2ccc(F)cc23)cc1,-2.0
COCCN=c1scc(-c2ccc3c(c2)NC(=O)CO3)n1N=C(C)c1ccc(O)cc1,2.8

Next records:
SMILES | PriA SSB inh
O=C(O)CC1SC(=NN=Cc2ccccc2)N(c2ccc(O)cc2)C1=O (stereo not drawn) | -1.9
COc1ccccc1C=NNC(=O)NC12CC3CC(CC(C3)C1)C2 | 4.5
CCOC(=O)C(C)Sc1nnc(NC(=O)Cc2ccc(OC)cc2)s1 (stereo not drawn) | -7.0
Cc1[nH]c2ccccc2c1C=NNC(=O)c1cccc(S(=O)(=O)Nc2ccccc2Cl)c1 | 20.6
Cn1cc(S(=O)(=O)NCC(C)(O)c2ccc3c(c2)OCO3)cn1 (stereo not drawn) | -13.0
COCCN1CCCc2ccc(NS(=O)(=O)c3cc(C)ccc3OC)cc21 | -18.0&20.0
COc1ccc(-c2cnc(SCc3cccc(C(F)(F)F)c3)n2C)cc1 | -18.0&-12.0
C/C(=N\NC(=O)COc1cccc2cccnc12)c1ccc(N)cc1 | 3.0
COC(=O)Nc1nc(CC(=O)O)cs1 | 16.0
Cc1ccc(OC2CCN(C(=O)c3sc(C)nc3C)CC2)nn1 | -10.0
O=C(NCCOc1ccccc1)C1CC1 | 1.0
Cc1ccc(Cn2c(CO)cnc2SCC(=O)N2CCCCCC2)cc1 | -14.0
NS(=O)(=O)c1ccc(NC(=O)[C@@H]2CCCc3sc(NC(=O)c4ccc(Cl)cc4)nc32)cc1 | -13.0
NCC#CCN1CCOCC1 | 2.0
O=C(Cn1cnc2ccccc21)N1CCc2ncncc2C1 | 3.0
O=S(=O)(/C=C/c1ccccc1)N1CCN(CCn2cccn2)CC1 | -27.0
O=C(Cc1c(F)cccc1Cl)N1CCN(c2cc3c(nn2)CCCC3)CC1 | -8.0
CC(CCc1ccco1)=NNC(=O)CCC(=O)Nc1cccc(Cl)c1 | -1.2
Cc1ccccc1-n1c(O)c(C=NN2CCCCC2c2cccnc2)c(=O)[nH]c1=O (stereo not drawn) | -5.1
O=C(Cc1cc(=O)[nH][nH]1)NN=Cc1ccccc1Cl | 2.3
Cc1nc(C(=O)N2CCSC(c3ccccc3Cl)CC2)cs1 (stereo not drawn) | -1.0
O=[N+]([O-])c1ccc(Cl)c(-c2ccc(C=Nc3c(-c4ccco4)nc4ccccn34)o2)c1 | 5.6
CC(=O)c1ccc(NC(=O)CN2C(=O)CCSc3ccccc32)cc1 | -8.0
CCC(=O)Oc1ccc(CC(=NO)c2ccc(O)cc2O)o1 | -1.8
CCCCOc1ccc(C(=O)Nc2ccc3c(c2)CCC(=O)N3)cc1 | -15.0
Cc1ccccc1NC(=O)NCC#CCN1CCOCC1 | -7.0
O=[N+]([O-])c1ccc(O)c(C=NNc2ccccc2Cl)c1 | -13.7
CC(C)CS(=O)(=O)C1CCN(C(=O)c2ccc3[nH]ccc3c2)CC1 | -6.0
CCOc1ccc(NS(=O)(=O)c2ccc(N3C(=O)[C@@H](C)CS3(=O)=O)cc2)cc1 | -10.0
O=C(c1cc2ccccc2[nH]1)N1CCN(C2CCCCC2)CC1 | -9.0
CC(C)(Oc1ccc(Cl)cc1)C(=O)N1CCC(CSc2ccccn2)CC1 | 11.0
CN(C)c1ccc(C2=CC(C3CC3)=C(C#N)C(=C(C#N)C#N)N2)cc1 | 7.0
Cc1ccc(C)c(Nc2nc(NCc3ccccc3)c3ccccc3n2)c1 | -5.0
O=C(NCC1(c2cccs2)CCCCC1)C(=O)Nc1ccc(F)c(Cl)c1 | -11.0
Cc1cccc(-c2csc3c(=O)[nH]c(N4CCC(C(=O)N[C@H]5CCc6ccccc65)CC4)nc23)c1 | -16.0
Cc1ccc(-c2csc(-c3nnn(-c4cccc(Cl)c4)c3C)n2)c(C)c1 | -2.0
COc1ccc(-c2ccc(N3CCN(C(=O)c4ccccn4)CC3)nn2)cc1OC | -2.0
COc1cccc(N2CC(NC(=O)NCCC3=CCCCC3)CC2=O)c1 (stereo not drawn) | -15.0
COc1ccccc1CC(=O)Nc1cc(OCc2ccc3c(c2)OCO3)ncn1 | -9.0
CC(C)NC(=O)Nc1nc2c(s1)CN(S(=O)(=O)c1ccc(C(F)(F)F)cc1)CC2 | 7.0
COc1ccccc1NC(=O)Nc1ccc(N2CCCC2=O)c(C)c1 | -26.0
Cn1ccsc1=NC(=O)Nc1ccccc1 | -4.0
CCSc1ccccc1C(=O)Nc1sc(C)c(C)c1C#N | 4.0
CS(=O)(=O)c1ccc(NCCCSc2nnc(-c3cccs3)n2-c2ccccc2)c([N+](=O)[O-])c1 | 19.0
CC(=NNC(=O)C1COc2ccccc2O1)c1ccco1 (stereo not drawn) | -10.7
O=C(NN=Cc1ccccc1)C(=O)NN=Cc1ccccc1 | -11.5
O=C(NCC1CCN(C(=O)c2cccnc2)CC1)c1ccco1 | -36.0
CCc1c(C)nc2n(c1=O)CC(C(=O)N1CCN(c3cc(Cl)ccc3C)CC1)CS2 (stereo not drawn) | -11.0
CCCN1C(=O)C(C)(C)COc2cc(NS(=O)(=O)c3ccc(F)c(Cl)c3)ccc21 | -16.0
O=S(=O)(CCCOc1ccc2c(c1)OCO2)N1CCc2ccccc21 | 3.0&12.0
CC(C)CNC(=O)NNC(=O)c1cccn(Cc2cccc(Cl)c2)c1=O | -9.0
CCOc1ccc(NC(=O)C(=O)NN=Cc2ccccc2F)cc1 | -20.0
Cc1cc(=O)n2c(-c3cccc(NC(=O)COc4ccc5ccccc5c4)c3)csc2n1 | 0.0
CCOc1ccc(-c2cn3c(CC(=O)NC4CCCCC4)csc3n2)cc1 | -7.0
CCOC(=O)N1CCN(C(=O)Cn2nc(-c3cccs3)n(C3CC3)c2=O)CC1 | -8.0
